# HCV inh = blocks hepatitis C virus; Huh7.5.1 HCVcc-Cre infection, luciferase reporter, 44 h; Potency, µM (titrated, usually from 41.8 µM), for inactives: top-dose activity change, negative = inhibition, hits mostly inhibitors; hit rate 3.4% among 340,000; AID 651820; further: potency means the concentration at half of the fitted maximal effect
#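 Antiviral activity was scored by luciferase reporter output from cells infected with HCVcc-Cre (~0.5 moi) in presence of compound, 44 h infection period, cells seeded 1,000/well 4 h prior.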
# AMA1 RON2 block = disrupts binding of P. falciparum AMA1 to RON2 | AlphaScreen AMA1-biotinylated RON2 peptide binding | AID 720542 | Potency, µM (top dose mostly 58.2 µM), inactives show at the highest dose activity change, negative = inhibition, actives largely listed as inhibitors | hit rate 0.2% among 360,000;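 further: potency means the concentration at half of the fitted maximal effect; 0% = vehicle wells and -100% = peptide control; nearly all actives have a fitted effect of over 45% in size; some results filed as inactive show a strong effect at the top dose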
#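 AMA1 (3D7) with his tag at 25 nM final met compounds first, then biotinylated RON2 peptide at 25 nM; detection used donor plus acceptor beads, 10 µg/mL apiece, read by AlphaScreen after 30 min at room temperature.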
# Tb PYK inh = blocks Trypanosoma brucei pyruvate kinase | Q57TT1 | TbPYK enzyme, Kinase-Glo Plus ATP luminescence, 45 min | Potency, µM (highest dose often 76.8 µM), inactives show at the top dose activity, negative = inhibition, most hits filed as inhibitors | hit rate 0.12% among 410,000; further: potency means the concentration at half of the fitted maximal effect; nearly all actives have a fitted effect of over 50% in size
#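 Readout: single end-point luminescence (Kinase-Glo Plus, 10 min). Reaction conditions were TbPYK/substrate plus 130 uM ADP, 45 min at RT, pH 7.2 TEA buffer. No-enzyme wells served as controls, and data were normalized before concentration-response fitting.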
# LmPK inhibitor = blocks Leishmania mexicana pyruvate kinase activity; Q27686; purified LmPK, Kinase-Glo ATP luminescence, 1 h; Potency, µM (titrated, usually from 57.5 µM), inactives show at the highest dose activity change, negative = inhibition, actives largely listed as inhibitors; hit rate 0.37% among 290,000; AID 1721; further: potency means the concentration at half of the fitted maximal effect
# Target sequence (Q27686 whole entry, looked up): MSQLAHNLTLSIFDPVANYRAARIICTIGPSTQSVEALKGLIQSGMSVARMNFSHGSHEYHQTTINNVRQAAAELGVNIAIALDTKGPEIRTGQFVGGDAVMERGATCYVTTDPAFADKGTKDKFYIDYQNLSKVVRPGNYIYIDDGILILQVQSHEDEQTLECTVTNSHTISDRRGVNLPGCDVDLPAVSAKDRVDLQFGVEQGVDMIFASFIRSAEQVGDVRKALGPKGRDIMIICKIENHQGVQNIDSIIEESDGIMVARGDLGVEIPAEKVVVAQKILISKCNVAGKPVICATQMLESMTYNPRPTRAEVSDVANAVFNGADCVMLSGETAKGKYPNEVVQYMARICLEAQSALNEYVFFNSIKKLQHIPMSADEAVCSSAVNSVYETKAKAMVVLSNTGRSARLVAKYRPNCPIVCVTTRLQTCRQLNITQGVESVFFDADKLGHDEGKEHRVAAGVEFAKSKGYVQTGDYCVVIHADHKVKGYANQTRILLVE
#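 Pyruvate kinase activity monitored as ATP production (luciferase luminescence). Conditions: 0.1 nM enzyme, 0.5 mM PEP, 0.1 mM ADP, 1 h, RT; normalized against uninhibited and no-enzyme wells.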
# AmpC inh detg = blocks E. coli AmpC beta-lactamase in detergent assay; P00811; AmpC hydrolysis of nitrocefin, absorbance 480 nm, 0.01% Triton; Potency, µM (top dose mostly 114 µM), inactives show top-dose activity change, negative = inhibition, most hits filed as inhibitors; hit rate 0.041% among 370,000; AID 485294;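 further: potency means the concentration at half of the fitted maximal effect; 0% = no-compound wells and -100% = no-enzyme wells; nearly all actives have a fitted effect of over 25% in size; some results filed as inactive show a strong effect at the top dose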
# Target sequence (P00811 whole entry, looked up): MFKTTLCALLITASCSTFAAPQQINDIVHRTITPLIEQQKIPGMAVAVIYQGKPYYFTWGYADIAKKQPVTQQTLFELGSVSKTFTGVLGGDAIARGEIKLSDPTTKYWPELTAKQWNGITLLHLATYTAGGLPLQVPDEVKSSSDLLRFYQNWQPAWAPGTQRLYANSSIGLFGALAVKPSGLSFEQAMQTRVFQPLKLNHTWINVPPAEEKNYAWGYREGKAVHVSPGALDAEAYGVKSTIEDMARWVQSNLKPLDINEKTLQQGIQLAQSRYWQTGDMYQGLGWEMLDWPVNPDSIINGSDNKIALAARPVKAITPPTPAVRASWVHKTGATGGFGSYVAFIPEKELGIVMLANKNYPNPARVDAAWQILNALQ
#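 20 mM phosphate pH 7.0 + 0.01% (detergent screen) or 0.0001% Triton X-100; 5.3 nM AmpC reagent; cpd preinc 15 min RT; nitrocefin (800 uM stock) to start; A480 q20 s × 4 min; Activity was normalised to no-enzyme and no-compound control wells.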
# AmpC inh no detg = inhibitors of E. coli AmpC beta-lactamase without detergent. P00811. AmpC nitrocefin hydrolysis, absorbance 480 nm, 0.0001% Triton. Potency, µM (highest dose often 57.1 µM), for inactives: at the top dose activity change, negative = inhibition, hits mostly inhibitors. hit rate 0.52% among 330,000. AID 485341;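 further: potency means the concentration at half of the fitted maximal effect; plate controls were no compound for no effect and no enzyme for full effect; nearly all actives have a fitted effect of over 20% in size; some results filed as inactive show a strong effect at the top dose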
#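 20 mM phosphate pH 7.0 + 0.01% (detergent screen) or 0.0001% Triton X-100; 5.3 nM AmpC reagent; cpd preinc 15 min RT; nitrocefin (800 uM stock) to start; A480 q20 s × 4 min; Activity was normalised to no-enzyme and no-compound control wells.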
# HCMV inh = blocks human cytomegalovirus replication | hit rate 4.5% among 410,000 | activity change, negative = inhibition, % at 57.5 µM | HFF cells, HCMV-luciferase reporter, 72 h; active compounds read low; in the data active means activity change below about -60%; inconclusive means no clear call, values can overlap the other calls; inactive means above about -39%
#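 Two compound doses tested in HFFs infected with HCMV-luciferase, MOI 1 PFU/cell, 72 h at 37C. Lysate luminescence read with OneGlo; data normalized against buffer-only and 10uM Salinomycin inhibitor controls.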
# An asterisk follows results filed as active; ? = inconclusive; . = no result given; & = joins results of further samples; ! = a repeat was not active; [ ] = another dose, or the depositor's remark. Unless noted, the call rests on the fitted dose curve; in most records, active means well fitted curve in the direction sought with a large enough effect; inconclusive means small, poorly fitted or top-dose-only effect, or another doubt; inactive means no such curve, though single readings can be large; an effect the other way counts as inactive or inconclusive. Unless noted, on the % scale 0 is the no-effect control and ±100 the full control effect.
Structure,HCV inh,AMA1 RON2 block,Tb PYK inh,LmPK inhibitor,AmpC inh detg,AmpC inh no detg,HCMV inh
CN(Cc1cnn(C)c1)S(=O)(=O)c1cccc([N+](=O)[O-])c1,6%,19%,5%,-2%,4%,-4%,-3
COc1ccccc1N1CCN(C(=O)CSc2nnc3c4ccccc4n(CC(=O)O)c3n2)CC1,31%[activator],0%,12%,-10%,?,0%,2
CC(=O)c1cccc(NC(=O)C2CCN(C(=O)c3ccccc3Cl)CC2)c1,.,-16%,2%,-9%,5%,14%,47
c1ccc(Nc2nnc(-c3cccnc3)s2)cc1,?,18%,-3%,-3%,-10%,-12%,68
N#CC1=C(N)OC2=C(C(=O)CCC2)C12C(=O)N1CCCc3cccc2c31 (stereo not drawn),6%,6%,-9%,12%,10%,3%,-33
COCCNC(=S)N(CCc1c(C)[nH]c2ccc(Cl)cc12)Cc1cccnc1,?,-2%,1%,-3%,0%,162%[activator],1
O=C(Cn1nnc2ccccc2c1=O)NCCc1ccccc1,33%[activator],-2%,-7%,-4%,-6%,-13%,-30
O=C(NNC(=O)c1ccc([N+](=O)[O-])cc1)NC1CCCCC1,4%,37%[activator],4%,7%,3%,-9%,11
COc1ccc(Cl)cc1NC(=O)c1nn(-c2ccc(C)cc2)c(=O)n(C)c1=O,.,.,-6%,.,23%,.,7
CN(C)S(=O)(=O)c1ccc(C(=O)Nc2nc3ccccc3[nH]2)cc1,12%,85%[activator],-3%,3%,-11%,-25%,38
Nc1cc2c(cc1C(=O)c1ccccc1)OCCO2,1%,-13%,4%,-1%,-11%,-13%,30
COc1ccc(-c2cc(C(=O)NCCCN3CCCC3=O)c3ccccc3n2)cc1,12%,68%[activator],-5%,.,-12%,62%[activator],-14

# Filtered by structure: those above containing sulfur (five)
Structure,HCV inh,AMA1 RON2 block,Tb PYK inh,LmPK inhibitor,AmpC inh detg,AmpC inh no detg,HCMV inh
CN(Cc1cnn(C)c1)S(=O)(=O)c1cccc([N+](=O)[O-])c1,6%,19%,5%,-2%,4%,-4%,-3
COc1ccccc1N1CCN(C(=O)CSc2nnc3c4ccccc4n(CC(=O)O)c3n2)CC1,31%[activator],0%,12%,-10%,?,0%,2
c1ccc(Nc2nnc(-c3cccnc3)s2)cc1,?,18%,-3%,-3%,-10%,-12%,68
COCCNC(=S)N(CCc1c(C)[nH]c2ccc(Cl)cc12)Cc1cccnc1,?,-2%,1%,-3%,0%,162%[activator],1
CN(C)S(=O)(=O)c1ccc(C(=O)Nc2nc3ccccc3[nH]2)cc1,12%,85%[activator],-3%,3%,-11%,-25%,38

# Next part
Structure,HCV inh,AMA1 RON2 block,Tb PYK inh,LmPK inhibitor,AmpC inh detg,AmpC inh no detg,HCMV inh
Cc1ccccc1NS(=O)(=O)c1ccc(C(=O)NCc2ccccc2CN2CCCC2)cc1,.,16%,3%,.,.,.,-3
CCCCC(=O)N(C)c1c(C)nc2ccc(C(=O)N3CCN(S(=O)(=O)CC)CC3)cn12,.,-5%,0%,.,.,.,-3
Cc1oc(-c2ccc(C(=O)Nc3ccc(F)cc3)cc2)nc1COc1ccccc1,.,.,5%[15.4 µM],.,24%,.,?
CCC(C(=O)OC(C)C)c1ccc2ccccc2c1 (stereo not drawn),-15%,-6%,4%,.,0%,-13%,-26
CCCN(CC(=O)Nc1cc(Cl)ccc1Cl)C(=O)c1ccc2n[nH]nc2c1,17%,88%[activator],-5%,.,4%,-13%,3
COCCCN(C(=S)Nc1c(C)cc(C)cc1C)C(C)c1ccncc1 (stereo not drawn),7%,-3%,-25%,1%,?,-3%,5
CC(=O)Oc1ccc2c(=O)c(N3C(=O)c4ccccc4C3=O)c(C)oc2c1C,-24%,2%,1%,3%,-4%,14%,22
CCOc1ccccc1-c1noc(CSc2nnc(-c3ccncc3)n2-c2ccc(F)cc2)n1,.,.,4%,.,7%,.,-4
COc1ccc(CNC(=O)CC2Oc3ccc(C)cc3NC2=O)cc1 (stereo not drawn),.,.,-9%,.,24%,.,?
CCCn1c(Nc2cccc(OC)c2)nc2ccccc21,-5%,0%,-15%,1%,1%,-24%,25
COc1cc(/C=C/C(=O)OCC(=O)NCc2ccco2)ccc1O,?,-6%,4%,.,-19%,-22%,-11
Cc1cccc2cc(CN(Cc3ccco3)C(=O)N3CCCC3)c(=O)[nH]c12,9%,.,.,-1%,?,-4%,.
CCN(Cc1ccncc1)C(=O)CCc1nnc(CCc2ccccc2OC)o1,1%,-1%,3%,-2%,?,19%,-8
O=[N+]([O-])c1ccc(/C=N/Nc2nc(NCc3ccccc3)nc(N3CCOCC3)n2)cc1,-23%,15%,2%,-3%,4%,-31%,-12
COc1ccc2cc3cc(C(=O)N4CC(C)CC(C)C4)oc3nc2c1 (stereo not drawn),-22%,-9%,0%,-13%,-1%,-24%,.
O=C(NC(=S)Nc1ccccn1)c1cncc(Br)c1,-6%,73%[activator],2%,-3%,?,-11%,-29
CCOc1ccc(C(=O)Cn2c(=O)n3nc(CCn4nc(C)cc4C)nc3c3cc(OC)c(OC)cc32)cc1,.,.,-5%,.,-8%,.,7
Cc1cc(OCC(=O)Nc2sc3c(c2C(N)=O)CCCC3)ccc1C(C)C,.,.,0%,.,20%,.,-14
CCOC(=O)Cn1c(=O)n(Cc2ccccc2)c(=O)c2cccnc21,?,-8%,-2%,3%,2%,-4%,-21
CN(Cc1cccnc1)Cc1cn[nH]c1-c1ccc(-c2ccccc2)cc1,?,-10%,5%,2%,-1%,52%,6
Cc1ccc(-c2nnc(Nc3ccc(O)cc3)c3ccccc23)cc1S(=O)(=O)NCc1nc2ccccc2[nH]1,.,.,1%,.,8%,.,-16
COC(=O)c1sc2nc(C)nc(SCC(=O)C(C)(C)C)c2c1C,-21%,-7%,6%,3%,14%,-16%,-39
O=C(COC(=O)/C=C/c1cccs1)Nc1ccc2ccccc2c1,23%,5%,-1%,1%,-14%,-28%,11
CN1CCN(c2ccc(NC(=O)CSc3ccccc3)cc2F)CC1,-2%,26%,8%,-4%,-12%,1%,23
COc1ccc(S(=O)(=O)N2CCOCC2)cc1NC(=O)Cc1c(F)cccc1Cl,-2%,-4%,3%,.,-3%,-20%,8
CCn1cc(Cl)c(C(=O)NNC(=O)CCn2ccc([N+](=O)[O-])n2)n1,7%,57%[activator],-6%,3%,-2%,-6%,81
O=C1c2ccccc2-c2c1c1ccccc1c(=O)n2CCO,?,-22%,-4%,.,.,.,-24
COc1cccc(CNC(=O)CSC(=S)N2CCCC2)c1,9%,-1%,8%,.,?,-14%,-28
Cc1sc2ncnc(N/N=C/c3cccc(O)c3)c2c1C,?,52%[activator],-7%,-2%,-10%,1%,?
CC(C)Oc1ccc(S(=O)(=O)N2CCOCC2)cc1NC(=O)CN1C(=O)c2ccccc2C1=O,18%,-3%,-4%,.,.,.,60
C(=N\Nc1nc2ccccc2s1)/c1ccccn1,1.8µM*,12%,-16%,?,3%,34%,-97*
CCN1C(=O)[C@H]2[C@@H](c3ccc(C)cc3)N3C(=O)N(c4ccc(C)cc4)C(=O)[C@@]3(CC)[C@H]2C1=O,14%,5%,0%,.,-8%,-2%,-22
CC(C)CN(C(=O)COC(=O)COc1ccc2c(c1)CCC2)c1c(N)n(Cc2ccccc2)c(=O)[nH]c1=O,3%[8.37 µM],7%,-1%,.,?,-33%,-12
CCc1nn2c(=O)c(S(=O)(=O)Nc3ccc(C(C)C)cc3)c(C)nc2s1,-10%,-2%,-5%&-11%,-3%,-19%&-6%,55%,-64*!
COc1ccccc1/C=C/c1nc2ccccc2n1C(C)C,.,.,-3%,.,10%,.,71
COc1ccc(Cl)cc1N(C)C(=O)Cn1cnc2sc(C)c(S(=O)(=O)N3CCN(c4ncccn4)CC3)c2c1=O,.,.,0%,.,-3%,.,19
CCn1c(SCC(=O)Nc2nonc2C)nnc1-c1ccco1,11%,0%,-4%,0%,0%,8%,13
COc1ccc(/C=N/NC(=O)c2nc(-c3ccccc3)n(-c3ccccc3)n2)cc1OC,1%,3%,3%,5%,-18%,43%,-3
CCOc1ccccc1OCCCC(=O)N1CCN(S(=O)(=O)c2ccc(C)cc2C)CC1,-17%,-5%,-5%,.,3%,208%[activator],-10
CC(C)(CO)CNC(=O)CCc1nnc(Cc2ccc(-c3ccccc3)cc2)o1,-4%,4%,3%,-3%,-5%,137%[activator],?
C=CCNC(=S)N1CCN(c2ncc(C(F)(F)F)cc2Cl)CC1,?,0%,1%,0%,-1%,7%,-36
Cc1ccc(NC(=O)c2ccc3c(c2)NC(=O)CS3)nc1,-25%,-6%,-22%,.,0%,-18%,43
COc1cccc(-c2cc(C(F)(F)F)nc(-n3cccn3)n2)c1,?,5%,2%,2%,?,79%[activator],-21
Cc1cc(C(=O)NCCN2CCCCC2C)n(-c2ccccc2)n1 (stereo not drawn),-24%,16%,3%,0%,-16%,-13%,36
COc1ccc(N(C)C(=S)Oc2ccc(C(=O)Nc3ccccc3)cc2)cc1,.,.,.,-12%,-1%,-30%,.
Cc1cccc(/C=C/c2nc3ccccc3c(=O)n2Cc2ccccc2)c1,?,-2%,2%,5%,-3%,-18%,-83*
NC1=C([N+](=O)[O-])C(c2ccc(F)cc2)C2=C(CCCC2=O)O1 (stereo not drawn),-1%,-24%,-13%,-1%,0%,-32%,-11
Clc1ccccc1Cn1nnc2c(N3CCCC3)ncnc21,-9%,0%,2%,3%,-13%,8%,-15
COc1ccc(-c2cc(C(=O)Nc3cccnc3)no2)cc1OC,?,-11%,4%&-10%,3%,-7%&19%,-7%,6&40

# Laid out differently: 2 of the compounds above.
# Fields – HCV inh | AMA1 RON2 block | Tb PYK inh | LmPK inhibitor | AmpC inh detg | AmpC inh no detg | HCMV inh
C=CCNC(=S)N1CCN(c2ncc(C(F)(F)F)cc2Cl)CC1
  ? | 0% | 1% | 0% | -1% | 7% | -36
Cc1ccc(NC(=O)c2ccc3c(c2)NC(=O)CS3)nc1
  -25% | -6% | -22% | . | 0% | -18% | 43

# Source: PubChem BioAssay (National Center for Advancing Translational Sciences (NCATS))
